aGal spleen mod = alpha-galactosidase A (human) modulation; P06280; human spleen homogenate, 4MU-alpha-Gal fluorescence, 40 min; Potency, µM (doses to about 80 µM), for the others: top-dose activity change, negative = inhibition, usual class: inhibitors; actives 0.008% (n = 240,000); AID 2107;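 note: 0% = enzyme with vehicle and -100% = no enzyme basal signal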
Target sequence (P06280 32-429 limits assumed): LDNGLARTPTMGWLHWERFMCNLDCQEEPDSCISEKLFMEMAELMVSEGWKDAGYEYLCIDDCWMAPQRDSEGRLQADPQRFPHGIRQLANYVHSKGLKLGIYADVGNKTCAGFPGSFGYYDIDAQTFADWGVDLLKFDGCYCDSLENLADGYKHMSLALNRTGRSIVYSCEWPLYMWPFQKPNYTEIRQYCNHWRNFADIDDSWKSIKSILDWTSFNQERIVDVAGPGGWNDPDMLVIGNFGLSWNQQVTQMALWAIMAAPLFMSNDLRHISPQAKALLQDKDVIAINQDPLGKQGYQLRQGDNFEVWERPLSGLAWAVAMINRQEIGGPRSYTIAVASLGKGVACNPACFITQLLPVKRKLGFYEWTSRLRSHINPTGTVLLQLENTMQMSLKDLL
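qHTS titration in buffer at pH 5.0. Alpha-galactosidase activity in spleen homogenate was measured via 4-methylumbelliferone release from 1 mM fluorogenic substrate after 40 min at 37C and a pH 10 stop. AC50 came from Hill fits of control-normalized data.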
Tau fibril ThT = tau fibrillization inhibition (ThT binding); AID 1460; actives 2.1% (n = 270,000); Potency, µM (titrated, usually from 57.4 µM), without a hit: at the highest dose activity, negative = inhibition, usual class: inhibitors; recombinant tau K18 P301L, heparin-induced fibrillization, ThT fluorescence; note: % is set by controls: 0 for no effect and ±100 for the full control effect; nearly all actives have a fitted effect of over 55% in size
Target sequence (P10636 561-689 P618L limits assumed): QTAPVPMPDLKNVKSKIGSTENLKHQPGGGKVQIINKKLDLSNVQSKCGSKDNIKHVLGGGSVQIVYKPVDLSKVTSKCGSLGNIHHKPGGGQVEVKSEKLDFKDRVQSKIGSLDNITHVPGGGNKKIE
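Heparin-induced fibrillization of the P301L-mutant K18 repeat-domain fragment of human tau was followed by ThT binding in quantitative high-throughput format.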
Tau fluor cs = counter-screen for tau fibril formation inhibitors | tau K18 P301L (four-repeat tau fragment) Alexa594 fluorescence, heparin fibrillization | Potency, µM (series often up to 57.7 µM), for the others: top-dose activity change, negative = decrease | actives 0.93% (n = 280,000) | AID 1463; note: % is set by controls: 0 for no effect and ±100 for the full control effect; nearly all actives have a fitted effect of over 55% in size
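Human K18 P301L tau (15 uM unlabeled plus 0.24 uM Alexa 594-labeled, final) in 100 mM sodium acetate pH 7 was mixed with compound and 20 uM heparin and incubated 6 hr at 37 C.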
GAA inh = blocks human lysosomal alpha-glucosidase; P10253; purified human GAA, 4-MU-alpha-glucoside fluorescence; Potency, µM (highest dose often 76.9 µM), for the others: top-dose activity change, negative = inhibition, most hits filed as inhibitors; actives 0.005% (n = 200,000); AID 1466;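 note: plate controls were uninhibited enzyme wells for no effect and no-enzyme background for full effect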
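Fluorescence at Ex 365/Em 440 nm from 4-methylumbelliferone reported enzyme activity after 20 min at room temperature. Reactions used 4 nM enzyme and 400 uM substrate at pH 5.0; curves fitted with the Hill equation.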
Tau fibril FP = inhibitors of human tau fibril formation. Potency, µM (highest dose often 57.7 µM), without a hit: top-dose activity, negative = inhibition, most hits filed as inhibitors. actives 0.39% (n = 280,000). K18 P301L tau heparin fibrillization, Alexa594 FP, 6 h; note: % is set by controls: 0 for no effect and ±100 for the full control effect; nearly all actives have a fitted effect of over 55% in size
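K18 P301L tau (15 uM unlabeled/0.24 uM Alexa 594-labeled, final) + compound + heparin 20 uM final; 100 mM NaOAc pH 7; 6 hr 37 C; ThT 30 uM final added, 1 hr RT; FP ex 555/em 632 nm.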
HTT cytoprotect = protects HTT-Q103 PC12 cells, measured by ATP. PC12 HTT-Q103 induced, cytoprotection, ATP luminescence, 40 h. Potency, µM (series often up to 56.4 µM), for inactives: cytoprotection (ATP increase), actives largely listed as activators. actives 0.14% (n = 230,000). AID 1471;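 note: % of control where 0% means no effect; nearly all actives have a fitted effect of over 45% in size; toxic huntingtin expression switched on by the ecdysone agonist tebufenozide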
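Rat PC12, Q103 Htt exon1-GFP fusion, ecdysone promoter; tebufenozide inducer 100 nM final; compound titration; qHTS, 1500 cells/well; ATPlite luminescent read.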
GAA glycogen mod = inhibitors or activators of human alpha-glucosidase glycogen cleavage. actives 0.38% (n = 300,000). recombinant GAA, glycogen substrate, Amplex Red glucose oxidase fluorescence. Potency, µM (titrated, usually from 76.4 µM), for inactives: top-dose activity change, negative = inhibition, most hits filed as inhibitors. P10253. AID 2100;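 note: 0% = full enzyme reaction and -100% = no-enzyme basal signal; the screen sought inhibitors and activators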
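qHTS, 1536-well; enzyme 4 nM final; cpd up to 77 uM; substrate bovine liver glycogen 30 ug; 50 mM citrate/phosphate pH 5.0, 0.01% Tween-20; 37 C, 40 min; Amplex Red detection 45 min RT; Hill fit → AC50.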
GAA spleen mod = inhibitors or activators of human alpha-glucosidase in spleen homogenate; AID 2112; actives 0.006% (n = 240,000); Potency, µM (highest dose often 79.9 µM), without a hit: at the top dose activity change, negative = inhibition, hits mostly inhibitors; human spleen homogenate, 4-MU-alpha-glucoside fluorescence;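 note: 0% = enzyme with vehicle and -100% = no enzyme basal signal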
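Human spleen homogenate (1 ug) incubated with compounds and 1 mM 4-methylumbelliferyl-alpha-D-glucopyranoside in pH 5.0 citrate/phosphate buffer, 37 C, 40 min. Stopped at pH 10; 4-MU fluorescence (Ex 365/Em 440 nm); AC50 by Hill fit.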
Starred values were filed as active, the others as inactive; ? = inconclusive; . = no result given; & = joins results of further samples; [ ] = another dose, or the depositor's remark. Calls come from the whole dose curve; as a rule, active = well fitted curve in the direction sought with a large enough effect; inconclusive = small, poorly fitted or top-dose-only effect, or another doubt; inactive = no such curve, though single readings can be large; an effect the other way counts as inactive or inconclusive. Potency is the fitted concentration of half-maximal effect.

SMILES	aGal spleen mod	Tau fibril ThT	Tau fluor cs	GAA inh	Tau fibril FP	HTT cytoprotect	GAA glycogen mod	GAA spleen mod
O=C(NC1CCCc2ccccc21)c1cccc(Br)c1 (stereo not drawn)	2%	-3%	-10%	4%	-11%	21%[10 µM]	11%	-1%
Cc1ccc(C(=O)n2c(-c3ccccc3)cnc2SCC(=O)Nc2ccc(C)cc2C)cc1	-14%	?	-9%	-6%	1%	-10%[10 µM]	-5%	-7%
COc1ccc2[nH]c(=O)c(CN(C(=O)COc3ccccc3)C(C)C)cc2c1	4%	-7%	-7%	?	-1%	-11%[0.074 µM]	-11%	2%
CCCCN1CCCC[C@H]1C(=O)Nc1c(C)cccc1C	4%	-2%	-3%	.	-13%	?	.	-1%
O=[N+]([O-])c1ccc(-c2cn3nc(-c4ccccc4)c(-c4ccccc4)nc3n2)cc1	5%	-13%	-15%	.	-1%	-10%[10 µM]	1%	-8%
CSc1ncc(OCc2ccccc2)c(=O)[nH]1	-4%	0%	-2%	0%	8%	22%[10 µM]	-9%	12%
CC(C)C(=O)Nc1cccc(NC(=S)NC(=O)c2ccc([N+](=O)[O-])cc2)c1	-7%	?	-18%	1%	1%	-26%	-6%	-12%
CC(Sc1ccccc1)C(=O)N/N=C/c1cccnc1 (stereo not drawn)	-10%	-7%	-7%	?	0%	9%[10 µM]	2%	-4%
CCc1ccc(NC(=O)C2CCCN(S(=O)(=O)c3ccc4c(c3)CCCN4C(C)=O)C2)cc1 (stereo not drawn)	.	-10%	-18%	.	0%	.	-5%[76.3 µM]	.
Cc1ccc(N2C(=O)C3CCC(C)(C2=O)C3(C)C)cc1 (stereo not drawn)	-7%	-4%	8%	.	12%	0%[10 µM]	6%	-4%
COc1ccccc1-c1nn2c(C3COc4ccccc4O3)nnc2s1 (stereo not drawn)	3%	?	-12%	-6%	-14%	-22%[0.074 µM]	1%	2%
Cc1cc(C)n2ncc(C(=O)NCc3ccccc3)c2n1	-5%	-5%	-5%	-3%	-1%	7%	4%	-1%
Cc1ccc(C)c(/C=C(\C(=O)O)c2ccc(S(=O)(=O)N3CCCCC3)s2)c1	5%	-9%	-6%	1%	2%	-45%[inhibitor]	-6%	1%
CC(=O)Nc1cccc(-c2csc(Nc3ccccn3)n2)c1	-7%	?	?	2%	1%	-57%[inhibitor]	-12%	6%
CC(C)C(NS(=O)(=O)c1cccc2nsnc12)C(=O)NCCC1=CCCCC1 (stereo not drawn)	-3%	-6%	-13%	-3%	0%	-9%	-6%	-2%
COc1ccccc1NC(=O)CSc1nnc(-c2cccc(Cl)c2)o1	.	-12%	-23%	.	6%	.	-12%[76.3 µM]	.
CCOC(=O)c1ccc(NC(=O)COc2ccc(CNCCO)cc2OCC)cc1	-6%	-4%	0%	5%	-1%	4%[10 µM]	5%	-3%
C=CCn1c(=O)c(C(=O)Nc2ccccc2C(=O)OCC)c(O)c2ccccc21	-7%	-7%	-28%	-5%	-9%	-26%[10 µM]	2%	-6%
Cc1nn(C)cc1C(C(=O)NC1CCCCC1)N(Cc1ccccc1Cl)C(=O)c1cnccn1 (stereo not drawn)	-7%	-1%	-7%	-4%	3%	10%[10 µM]	-17%	-3%
Cn1c(CO)cnc1S(=O)(=O)Cc1ccc(Cl)cc1	-1%	-4%	3%	10%	8%	-17%	19%	4%
O=C(N/N=C/c1ccncc1)c1cc([N+](=O)[O-])cc([N+](=O)[O-])c1O	-3%	?	-9%	-11%	11%	-15%	1%	-10%
Cc1cc2nccc(-c3ccco3)n2n1	0%	-1%	3%	-6%	0%	.	-4%	1%
CCOc1ccc(S(=O)(=O)Nc2nc3ccccc3nc2-n2ccc(=NC(=O)c3cccs3)cc2)cc1	-8%	11%	-3%	-1%	-11%	?	-4%	-13%
Cc1cnc(C(=O)Nc2ccc(C(=O)N3CCCCC3)cc2)cn1	4%	-11%	-8%	-1%	-6%	-6%	7%	-4%
COc1ccc(-c2cn3cc(Cl)ccc3n2)cc1OC	-6%	?	-22%	8%	-2%	-30%[inhibitor][10 µM]	-3%	-7%

An excerpt from above in order of count of non-hydrogen atoms, lowest first:
SMILES	aGal spleen mod	Tau fibril ThT	Tau fluor cs	GAA inh	Tau fibril FP	HTT cytoprotect	GAA glycogen mod	GAA spleen mod
Cc1ccc(N2C(=O)C3CCC(C)(C2=O)C3(C)C)cc1 (stereo not drawn)	-7%	-4%	8%	.	12%	0%[10 µM]	6%	-4%
Cc1cc(C)n2ncc(C(=O)NCc3ccccc3)c2n1	-5%	-5%	-5%	-3%	-1%	7%	4%	-1%
O=[N+]([O-])c1ccc(-c2cn3nc(-c4ccccc4)c(-c4ccccc4)nc3n2)cc1	5%	-13%	-15%	.	-1%	-10%[10 µM]	1%	-8%

New compounds follow
SMILES	aGal spleen mod	Tau fibril ThT	Tau fluor cs	GAA inh	Tau fibril FP	HTT cytoprotect	GAA glycogen mod	GAA spleen mod
CCCCC(C)n1[nH]c(=O)cc1N (stereo not drawn)	14%	-6%	-4%	-8%	1%	23%	-20%	-15%
CC12CCC(C/C1=N/O)C2(C)C (stereo not drawn)	8%	-5%	-6%	0%	-6%	?	-10%	-3%
COc1ccc(-c2cc(C(=O)Nc3c(C)n(C)n(-c4ccccc4)c3=O)no2)cc1	7%	-10%&-2%	-7%&-5%	-7%	-4%&-3%	-31%[inhibitor]	-5%	-7%
CCCn1c(=O)c(C(=O)NCc2ccc(OC)c(OC)c2)c(O)c2ccccc21	-5%	?	-24%	-11%	6%	-2%	3%	-11%
CC(=O)Nc1cccc(NC(=O)c2c(-c3ccccc3)c(-c3ccccc3)nn(C)c2=O)c1	.	6%	1%	.	0%	.	11%[76.3 µM]	.
COC(=O)c1c(NC(=O)CN2C(=O)NC(CCc3ccccc3)C2=O)sc2c1CCCCC2 (stereo not drawn)	-2%	?	-20%	-6%	6%	10%[10 µM]	-2%	-2%
Cc1nnnn1/C(=C\c1ccccc1)C(=O)OCC(=O)N(C)C1CCS(=O)(=O)C1 (stereo not drawn)	-1%	0%	4%	2%	1%	-5%	4%	5%
Cc1cc(NS(=O)(=O)c2ccc(NC(=O)CCCOc3ccccc3)cc2)no1	1%	2%	-3%	-9%	-1%	-6%	6%	-10%
O=C(NC1CCCCC1)C(c1ccco1)N(Cc1cccnc1)C(=O)C1COc2ccccc2O1 (stereo not drawn)	-5%	-5%	1%	-22%	11%	-27%[10 µM]	-2%	-12%
O=C(NCc1ccco1)c1cnn2c1NC(c1ccccc1)CC2C(F)(F)F (stereo not drawn)	?	3%	-1%	-3%	-7%	21%	-9%	-21%
C=CCn1c(O)c(N=NC(=O)C(O)c2ccccc2)c2ccccc21 (stereo not drawn)	8%	-16%	-4%	.	2%	12%[10 µM]	-6%	-4%
CCN(CC)S(=O)(=O)N1CCC(C(=O)NCCN2CCOCC2)CC1	4%	-1%	-5%	-4%	1%	4%	15%	2%
Cc1ccccc1NC(=O)Cn1c(=O)n(CCc2ccccc2)c(=O)c2sc3ccccc3c21	.	20%	1%	.	-2%	.	9%[76.3 µM]	.
Cc1ncoc1C(=O)Nc1cccc(Cl)c1C	-7%	-8%	0%	1%	2%	7%[10 µM]	1%	-12%
O=C(COc1ccc(Br)cc1Cl)NC(=O)NCc1ccccc1	6%	2%	-23%	6%	?	.	2%	3%
CCOC(=O)N=Nc1c(O)n(C)c2ccccc12	-5%	-5%	5%	2%	1%	9%[10 µM]	7%	3%
c1cc(-c2nnc3sc(C4CCCCC4)nn23)ccn1	-5%	-11%	-7%	-9%	6%	5%	-12%	-1%
O=C(N/N=C(\Cc1ncc[nH]1)c1ccccc1)c1cccnc1	0%	-16%	-9%	2%	-4%	-15%	-61%	-5%
Cc1ccccc1NC(=O)Cn1cc(C(=O)c2ccco2)c2ccccc21	.	?	?	.	?	.	14%[76.3 µM]	.
CS(=O)(=O)N(CC(=O)Nc1ccccc1Cl)c1ccc(Cl)cc1	-7%	-9%	-21%	1%	-10%	-13%[10 µM]	-4%	1%
COC(=O)c1ccsc1NC(=O)c1ccc(Cl)s1	12%	11%	1%	.	1%	20%[10 µM]	3%	5%
Cc1ccc(NC(NC(=O)c2cccs2)C(Cl)(Cl)Cl)cc1C (stereo not drawn)	1%	-11%	?	-3%	15%	-10%	-15%	-5%
CCN(C(=O)c1c(-c2ccccc2)noc1C)c1ccccc1	5%	-7%	-6%	0%	-8%	-11%	10%	-1%
COc1cc(O)ccc1C1CC(=O)Nc2c1c(=O)nc(SCc1ccccc1C)n2C (stereo not drawn)	.	-3%	-5%	.	-5%	.	-21%[76.3 µM]	.
CCCCCCn1c(N2CCC(C(N)=O)CC2)nc2c1c(=O)[nH]c(=O)n2C	-3%	-8%	-6%	0%	-7%	-16%	1%	2%
N#CC1=C(O)CCCn2c1nc1ccccc1c2=O	5%	3%	-5%	4%	-8%	0%	-1%	-9%
CCOC(=O)c1sc2cc([N+](=O)[O-])cc(SCC(C)C)c2c1N	-6%	?	-19%	-3%	8%	-31%	-3%	0%
CCOC(=O)c1c(NC(=O)c2cccs2)sc(CC)c1-c1cccs1	-12%	-15%	-17%	5%	?	-12%	2%	-15%
CCC(C)(C)NC(=O)C(OC(=O)c1cc2sccc2n1C)c1ccc(OC)cc1 (stereo not drawn)	3%	-6%	-17%	-6%	?	-25%	3%	-3%

Retrieved by structure from the entries so far:
SMILES	aGal spleen mod	Tau fibril ThT	Tau fluor cs	GAA inh	Tau fibril FP	HTT cytoprotect	GAA glycogen mod	GAA spleen mod
COc1ccc(-c2cc(C(=O)Nc3c(C)n(C)n(-c4ccccc4)c3=O)no2)cc1	7%	-10%&-2%	-7%&-5%	-7%	-4%&-3%	-31%[inhibitor]	-5%	-7%
CCCCC(C)n1[nH]c(=O)cc1N (stereo not drawn)	14%	-6%	-4%	-8%	1%	23%	-20%	-15%
COc1cc(O)ccc1C1CC(=O)Nc2c1c(=O)nc(SCc1ccccc1C)n2C (stereo not drawn)	.	-3%	-5%	.	-5%	.	-21%[76.3 µM]	.
CCC(C)(C)NC(=O)C(OC(=O)c1cc2sccc2n1C)c1ccc(OC)cc1 (stereo not drawn)	3%	-6%	-17%	-6%	?	-25%	3%	-3%
Cc1cc(NS(=O)(=O)c2ccc(NC(=O)CCCOc3ccccc3)cc2)no1	1%	2%	-3%	-9%	-1%	-6%	6%	-10%
O=C(COc1ccc(Br)cc1Cl)NC(=O)NCc1ccccc1	6%	2%	-23%	6%	?	.	2%	3%

Compound activity from PubChem.
